Compound activity from PubChem BioAssay.
H9c2 TAG inh: inhibitors of triacylglycerol accumulation, primary screen, cell-based, uHTS, fluorescence, H9c2; H9c2 cells, Nile Red lipid (TAG) fluorescence; cells loaded with 200 µM oleic acid; inhibition, % at 12.5 µM; 0.66% of 230,000 active;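 active means pattern-corrected inhibition of lipid staining of at least 50% with the nuclear-stain viability signal not falling by more than 50%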;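 further: 0% = DMSO wells and 100% = triacsin C control wells; some results filed as inactive read as strong as hits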
H9c2 TAG inh DAPI viability: also measured in H9c2 TAG inh; calls as there; DAPI nuclei signal change (viability), lower = more cytotoxic, %;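 whole-well DAPI fluorescence read on a plate reader as a viability signal; minus 50 percent equals half of cells still viable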
* hit, by the source's call. Not all compounds are listed; the hit share may differ from the screen's.

SMILES,H9c2 TAG inh DAPI viability,H9c2 TAG inh
Cc1cc2c(cc1C)NC(c1nc3ccccc3[nH]1)C1=C(CC(C)(C)CC1=O)N2 (stereo unspecified),-1,11
O=C(Nc1nnc([C@H]2C[C@H](O)[C@@H](CO)O2)s1)Nc1ccccc1C(F)(F)F,-2,14
O=[N+]([O-])c1nn(-c2ccc3c(c2)OCCO3)n(O)c1=NCCCO,4,1
Cc1ccccc1Cn1c(-c2cncs2)nc2ccccc21,1,-23
CN1CCN(c2ccccc2NC(=O)c2ccc(Br)o2)CC1,-8,21
CN(CC(=O)Nc1ccc(Cl)c(C(F)(F)F)c1)C(=O)CCNC(=O)c1ccco1,-4,-43
N#CC(OC(=O)c1ccccc1)c1cccc([N+](=O)[O-])c1 (stereo unspecified),1,-2
COC(=O)c1cc(S(=O)(=O)NCCc2ccc(C)cc2)c[nH]1,8,2
CC(=O)Nc1ccc(S(=O)(=O)Nc2cccc(S(=O)(=O)N(C)c3ccccc3)c2)cc1,9,-11
O=C(CNC(=O)c1ccco1)NC1CCCCCC1,1,-10
Cc1ccc(S(=O)(=O)N2CCN(C(=O)c3sccc3-c3ccccc3)CC2)cc1,-1,-26
Cc1nc(SCC(=O)c2cc3ccccc3oc2=O)c(C#N)c(-c2ccccc2)c1C(=O)Nc1ccccc1,-3,12

Four entries from above, with each value named.
> N#CC(OC(=O)c1ccccc1)c1cccc([N+](=O)[O-])c1 (stereo unspecified)
  H9c2 TAG inh DAPI viability = 1	H9c2 TAG inh = -2

> COC(=O)c1cc(S(=O)(=O)NCCc2ccc(C)cc2)c[nH]1
  H9c2 TAG inh DAPI viability = 8	H9c2 TAG inh = 2

> CC(=O)Nc1ccc(S(=O)(=O)Nc2cccc(S(=O)(=O)N(C)c3ccccc3)c2)cc1
  H9c2 TAG inh DAPI viability = 9	H9c2 TAG inh = -11

> O=C(CNC(=O)c1ccco1)NC1CCCCCC1
  H9c2 TAG inh DAPI viability = 1	H9c2 TAG inh = -10

Following part
SMILES,H9c2 TAG inh DAPI viability,H9c2 TAG inh
CCCNC(=O)C1(C)CCN(Cc2ccc(-n3ccnc3)cc2)C1 (stereo unspecified),1,5
CCCC1=NN(C(=O)CCc2ccccc2O)C(O)(C(F)(F)F)C1 (stereo unspecified),-5,-14
CCOC(=O)c1ccccc1NC1c2ccccc2C(=O)N1c1ccc(C)cn1 (stereo unspecified),5,9
COc1ccc(CNC(=O)Cn2nc([N+](=O)[O-])c(Br)c2C)cc1,-5,-3
COc1ccc(-c2csc3ncnc(NCCN4CCOCC4)c23)cc1,-6,-13
O=C(NN=C1CCCC1)c1cccs1,5,-4
O=C(NC1CCCCC1)N1CCN(c2ccccc2)CC1,-4,-11
CC(C)(C)n1nc2c(c1NC(=O)c1ccccc1S(=O)(=O)C(F)F)CS(=O)(=O)C2,3,9
COc1ccc(-n2nnnc2SCC(=O)NCCc2ccccc2)cc1OC,2,-11
O=C1NC(=O)C(c2ccc(Cl)cc2Cl)N1 (stereo unspecified),-3,13
CCc1ccc(CN(C)C(=O)c2ccc3c(=O)n4c(nc3c2)CCC4)cc1,0,-10
CC(=O)Nc1oc(-c2cccc3ccccc23)nc1C#N,7,7
O=C(COC(=O)CCc1c[nH]c2ccccc12)Nc1ccccc1,-4,16
O=C1CN(Cc2ccccc2)CC(=O)N1,-10,16
COc1ccc(C2=NS(=O)(=O)N(C)C(C(=O)NCc3ccccn3)=C2)cc1,10,-6
Cc1cccc(C)c1NC(=O)C(c1ccc([N+](=O)[O-])cc1)N1CCCCC1 (stereo unspecified),4,16
OC(c1cccc(Cl)c1)c1ncc(-c2ccc(C(F)(F)F)cc2)[nH]1 (stereo unspecified),7,-20
CCN(C(=O)CSc1nc2ccc(C)cc2[nH]1)C1CCS(=O)(=O)C1 (stereo unspecified),1,2
C=CCOC(=O)C1=C(C)Nc2ncnn2C1c1cc(Br)ccc1F (stereo unspecified),18,-6
Nc1ccc(OCc2ccccc2)cc1,-7,25
CCCCCCSc1ccc([C@H]2N[C@@](CC(C)C)(C(=O)OC)[C@H]3C(=O)N(CC)C(=O)[C@@H]23)cc1,-2,-4
CCOC(=O)c1c(C)[nH]c(C(=O)COC(=O)CCC(=O)c2ccc3c(c2)OCCO3)c1C,13,-5
COCCNC(=O)CCc1nnc(Cc2ccc(-c3ccccc3)cc2)o1,3,3
CC(=O)OC1c2ccccc2C(=O)N1c1ccccc1C (stereo unspecified),9,-5
C=CCNc1nc(C2(C)CC3(CC(C)(C)OC3=O)C(=O)O2)cs1 (stereo unspecified),8,1
COC(=O)[C@]1(C)CCC[C@@]2(C)C3CC[C@@]4(C)C[C@]3(CCC21)CC(=O)N4C (stereo partly specified),-6,-2
Cc1cc(N)ccc1NC(=O)CN1CCOCC1,4,-1
CCn1cc(Cl)c(C(=O)Nc2ccc3c(c2)OCCO3)n1,-2,11
COc1ccccc1C(=O)COC(=O)C1CCN(S(=O)(=O)c2ccccc2)CC1,-8,9
CCOC(=O)C1CCN(CCC(=O)Nc2cccc(Cl)c2)CC1,-7,10
O=[N+]([O-])/C(Cl)=C(/NCCO)C(Cl)=C(Cl)Cl,22,14
Cn1c(C2=C(O)CN(c3ccccc3)C2=N)nc2ccccc21,-14,-16
COc1ccc(C)cc1S(=O)(=O)NC(C)C(=O)NC1CC1 (stereo unspecified),-1,-3
CN1CCN(/N=C/c2ccc(C#N)cc2)CC1,-1,-7
CCCCN(CCCC)C(=O)/C=C/c1cccc([N+](=O)[O-])c1,-3,-12
COc1cccc(/C=N/NC(=O)c2cnccn2)c1,-1,1
CNC(=O)c1sccc1-n1cccc1,-8,6
O=C(Nc1ccc(F)cc1)N1CCCCCC1,2,6
O=C(CN(CCc1ccccc1)C(=O)CNS(=O)(=O)c1ccc(F)cc1)NCC1CCCO1 (stereo unspecified),14,-3
COc1cccc(-c2nn(C)c3sc(C(=O)NCc4ccc5c(c4)OCO5)cc23)c1,-7,2
O=C(COc1ccc(C(=S)N2CCCC2)cc1)Nc1ccccc1C(F)(F)F,-2,23
O=C(COC(=O)C1CC2C=CC1C2)Nc1cccc(S(=O)(=O)N2CCOCC2)c1 (stereo unspecified),-3,0
CN(CCCNC(=O)c1ccc(/C=N/O)nc1)CCCN(C)Cc1ccccc1,4,5
Cc1ccc(C(=O)NCCNC(=O)CN2CCOCC2)cc1,-2,14
COCc1cc(C)nc2sc(C(=O)NCCO)c(-n3cccc3)c12,5,6
Cc1ccc(S(=O)(=O)c2nc(S(C)(=O)=O)sc2NCC2CCCO2)cc1 (stereo unspecified),-1,17
COC(=O)C1=C(NC(=O)c2ccc(Br)cc2)CCS1,21,-8
CCc1cccc(C)c1NC(=O)Nc1ccc2c(c1)OCO2,-11,1
O=C(COC(=O)c1c(F)cccc1F)NCc1cccs1,-1,-1
CCCCCCC(=O)NNC(=O)c1c(O)c2ccccc2n(CC)c1=O,7,-9
Cc1cc(C)c2c(n1)nn1c(C3CC3)cc(C(F)(F)F)nc21,3,2
CCOC(=O)COn1c2c(c3c4no[n+]([O-])c4ccc31)CCCC2,5,-3
O=S1(=O)C=C(Sc2nc3cc(Cl)ccc3o2)c2ccccc21,-88,150
O=C(CSc1ccccc1)N1CCCC(N2CCN(c3cccc(Cl)c3)CC2)C1 (stereo unspecified),5,-15
CN(C)S(=O)(=O)c1ccc(N2CCCC2)c(C(=O)NC(c2ccccc2)c2ccccc2)c1,-9,15
CCCn1nnnc1NCc1ccccc1C,2,-4
O=C(c1ccc(Cl)c(Cl)c1)N1CCC(=O)N(C(CO)Cc2ccccc2)CC1 (stereo unspecified),-3,0
CCCCCCn1c(=O)n2n(c1=O)C[C@]1(OC(=O)NCc3ccccc3)CN(S(=O)(=O)c3ccc(C)cc3)C[C@]1(O)C2,-2,-26
COc1ccc(Cl)cc1NC(=O)CN(C)CC(=O)Nc1ccc(C)cc1Br,0,-6
Cc1noc(C)c1S(=O)(=O)Nc1ccc2c(c1)C(=O)N([C@H](C)CO)C[C@H](C)[C@@H](CN(C)C(=O)NC(C)C)O2,-6,1

Reprinted from the part before: three compounds, then new ones.
SMILES,H9c2 TAG inh DAPI viability,H9c2 TAG inh
CCCCCCn1c(=O)n2n(c1=O)C[C@]1(OC(=O)NCc3ccccc3)CN(S(=O)(=O)c3ccc(C)cc3)C[C@]1(O)C2,-2,-26
COc1ccc(Cl)cc1NC(=O)CN(C)CC(=O)Nc1ccc(C)cc1Br,0,-6
Cc1noc(C)c1S(=O)(=O)Nc1ccc2c(c1)C(=O)N([C@H](C)CO)C[C@H](C)[C@@H](CN(C)C(=O)NC(C)C)O2,-6,1
CC(OC(=O)c1ccc(Br)c(S(=O)(=O)N2CCOCC2)c1)C(=O)NC1CCCCC1C (stereo unspecified),4,-18
CCc1nnc(N/N=C/c2ccc(-c3ccc([N+](=O)[O-])cc3)o2)n1N,5,-1
O=c1oc2cc(Oc3c([N+](=O)[O-])cc(C(F)(F)F)cc3[N+](=O)[O-])ccc2c2c1CCCC2,12,25
Cc1nnc(Sc2cc(NCCCO)c([N+](=O)[O-])c3nonc23)s1,3,-7
O=C(O)Cc1ccc(NC(=O)CCN2C(=O)c3ccc([N+](=O)[O-])cc3C2=O)cc1,-18,21
CCOC(=O)C1CCCN(C(=O)CCn2nnnc2CN2CCOCC2)C1 (stereo unspecified),5,-1
CC(=C/c1ccco1)/C=N/NC(=O)Cc1cccn1C,6,-8
Cc1ccc([C@H]2C(C(=O)O)=CC[C@@H](c3ccc(Cl)c(Cl)c3)N2S(=O)(=O)c2ccc(C)cc2)cc1,0,4
Cc1cccc(-n2c(Cc3cc(=O)[nH]c(=O)[nH]3)nnc2SCC(=O)N2CCCCC2)c1,-2,10
O=[N+]([O-])c1ccc(-c2ccc(/C=N/O)o2)cc1,-3,3
CC(C)C(=O)N1CCC2(CC1)Oc1ccc(Cl)cc1C(=O)C21CC(c2ccc(Cl)cc2)=NO1 (stereo unspecified),6,6
O=C(c1cnc(Cc2c[nH]c3ccccc23)c(I)c1)N1CCOCC1,4,-16
O=[N+]([O-])c1cccnc1Oc1ccc(F)cc1,3,-4
Cc1cccc(CCN2C(Nc3ccccc3)=NC[C@@H]2CC(C)C)c1,-5,29
Nc1c(Cl)ncnc1N/N=C/c1cccc(O)c1,-4,12
Cc1ccc(S(=O)(=O)C=CS(=O)(=O)c2ccc(C)cc2)cc1,-2,14
O=C(CN1C(=O)c2ccccc2S1(=O)=O)c1ccc2c(c1)OCCCO2,1,-6
CCC(=O)Nc1cccc(-c2nc3ncccc3o2)c1C,14,-2
COc1cccc(OC)c1C(=O)NCc1ccco1,0,3
COc1ccc(N(CC(=O)NC2CCCCC2)S(=O)(=O)c2c(C)[nH]c(=O)[nH]c2=O)cc1,-2,-4
COc1ccccc1C(=O)NC(=S)NNC(=O)c1sc2ccccc2c1Cl,20,11
COc1ccc(CNC(=O)CCS(=O)(=O)c2cccc3nonc23)cc1,-14,28
CN(C)S(=O)(=O)c1ccc(C(=O)NCC(=O)N/N=C/c2ccccc2Cl)cc1,10,-9
O=C(Nc1ccccc1)c1ccc2c(c1)OCCO2,1,-2
S=C(NCCc1ccc(Cl)cc1)NCc1ccccc1,0,-13
N#CC1=C(N)N(c2ccc(F)cc2)C2=C(C1c1ccc(O)cc1)S(=O)(=O)CC2 (stereo unspecified),-1,-4
CCOc1ccc(C2=Nn3c(nnc3-c3ccccc3)SC2)cc1Cl,11,-21
CC(C)CCNc1nc2c(c(=O)n(Cc3cccc(F)c3)c(=O)n2C)n1C,6,1
COc1ccc(C(=O)/C=C/Nc2ccc(S(N)(=O)=O)cc2)cc1OC,24,-4
CSCCC(NS(=O)(=O)c1ccc(Br)cc1)C(=O)OCC(=O)NC1CC1 (stereo unspecified),11,-18
C/C(=N\NC(=O)c1cccc(S(=O)(=O)N2CCOCC2)c1)c1ccc(C)cc1,3,9
CCOC(=O)N1CCC(NC(=O)C2CCN(C(=O)N3CC(C)Oc4ccc(C)cc43)CC2)CC1 (stereo unspecified),-5,5
CCc1cccc(C)c1NC(=S)NCc1cccn1C,0,-18
CC(=O)OC1CCC(OC(C)=O)c2c1n([O-])c(C)c(C)[n+]2=O (stereo unspecified),5,4
COc1ccccc1/C=C/C(=O)NC1CC2CCC1C2 (stereo unspecified),-4,4
CCNC(=O)C1(C)CCCN(C(=O)c2ccnc(Cl)c2)C1 (stereo unspecified),-7,3
O=C(/C=C/c1nc2ccccc2s1)N1CCCCCC1,-3,-5
COc1ccc(OC)c(N2CC(O)(c3cccs3)[N+]3=C2SCCC3)c1 (stereo unspecified),-2,-13
CCCCC(=O)Oc1ccccc1C1SCc2cc(C)c(C)cc2CS1,9,17
CC(=O)[C@@H]1[C@@H](C)N(Cc2ccccc2)C(=O)N[C@H]1c1cccc(C(F)(F)F)c1,-2,-8
Cc1cccc(NC(=S)N(CCN(C)C)Cc2cc3cc(C)ccc3[nH]c2=O)c1,22,-5
